PLCg1 inh: PLC-gamma1 enzyme inhibitors, primary screen, biochemical, fluorescence, purified enzyme. 1-phosphatidylinositol 4,5-bisphosphate phosphodiesterase gamma-1 (Homo sapiens), P19174. fluorogenic substrate. inhibition, % at 12.2 µM. 370,000 compounds, 0.84% hits; in the data active = inhibition above about 9.5%
ADAM10 inh: human ADAM10 inhibitors, primary screen, biochemical, QFRET, HTS. 370,000 compounds, 0.62% hits. inhibition, % at 7 µM. Disintegrin and metalloproteinase domain-containing protein 10 (Homo sapiens), O14672. recombinant ADAM10, EDANS/DABCYL FRET peptide cleavage, 3 h;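 active = inhibition above a per-campaign cutoff equal to the mean of compounds falling between control-based bounds plus 3 SD, cut at about 20% in these data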;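 note: 0% = DMSO wells while the 100% control is not disclosed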
DAX1 inh-1: DAX1 (NR0B1) inhibitors on StAR promoter, primary screen, cell-based, luminescence, SF-1 (NR5A1), full-length DAX-1 | HEK293T StAR-luciferase reporter, SF-1/DAX-1 repression relief | inhibition, % at 6.8 µM | 370,000 compounds, 1.1% hits | AID 652010, 2013;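 active = inhibition above the mean over all tested compounds plus 3 SD, cut at about 3.6% in these data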;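 note: 0% = DAX-1 cells with DMSO and 100% = cells lacking DAX-1 with DMSO; higher inhibition means more luminescence from relief of DAX-1 repression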
sPLA2-III inh: human group III sPLA2 inhibitors, primary screen, biochemical, QFRET, BODIPY PC-A2 liposome substrate; Group 3 secretory phospholipase A2 (Homo sapiens), Q9NZ20; QFRET BODIPY PC-A2 liposome hydrolysis, fluorescence; inhibition, % at 12.2 µM; 370,000 compounds, 0.56% hits; AID 743126, 2013;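 active = inhibition above mean plus 3 SD of compounds lying within the high and low control bounds, cut at about 19% in these data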;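 note: 0% = median of test compound wells and 100% = no enzyme DMSO wells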
GAA850 FXN act: FXN promoter activators, primary screen, cell-based, luciferase luminescence, HEK293 lucGAA850; activation, % at 6 µM; 360,000 compounds, 0.56% hits; AID 540364, 2011; HEK293 lucGAA850 FXN promoter luciferase reporter, 24 h; percent of 10 µM SAHA response;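 active = activation above the average of all compounds screened plus 3 SD, cutoff fixed separately per campaign, cut at about 7.5% in these data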;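 note: 0% = DMSO wells and 100% = 10 µM SAHA wells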
hcDAF-12 act: H. contortus DAF-12 nuclear receptor activators, primary screen, cell-based, luminescence, HEK293, lit1-tk-luc reporter. HEK293 hcDAF-12 lit1-tk-luc reporter; 0% DMSO, 100% Δ7-dafachronic acid. activation, % at 6.8 µM. 370,000 compounds, 1.4% hits. AID 652067, 2013;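 active = activation above the mean of all tested compounds plus 3 SD, cut at about 5.5% in these data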;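 note: 100% = response to 3 µM Δ7-dafachronic acid high control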
DAX1 inh-2: DAX1 (NR0B1) inhibitors, primary screen, cell-based, HEK293, Gal4-DAX1, luciferase luminescence; HEK293 Gal4-DAX1 luciferase reporter; inhibition, % at 6.75 µM; 340,000 compounds, 0.99% hits; AID 504766, 2011;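 active = inhibition above the mean over all tested compounds plus 3 SD, cut at about 4.2% in these data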;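 note: 0% = DAX1-transfected cells with DMSO and 100% = empty-vector control cells with DMSO; inhibition shows as a rise in luminescence from relieved DAX1 repression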
Target sequence (P51843 207-470 limits assumed): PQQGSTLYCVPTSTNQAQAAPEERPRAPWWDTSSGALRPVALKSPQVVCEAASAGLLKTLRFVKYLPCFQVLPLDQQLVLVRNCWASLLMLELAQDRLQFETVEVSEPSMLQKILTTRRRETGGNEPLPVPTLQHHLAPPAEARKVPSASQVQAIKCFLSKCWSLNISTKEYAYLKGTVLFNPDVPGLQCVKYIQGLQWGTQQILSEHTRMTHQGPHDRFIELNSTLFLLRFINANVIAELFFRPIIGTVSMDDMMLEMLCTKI
hgDAF12 agonist: H. glycines DAF-12 receptor agonists, primary screen, cell-based, luminescence, HEK293, GAL4 fusion, UAS-luciferase. HEK293 GAL4-hgDAF12 UAS-luciferase reporter, agonist luminescence; normalized to butyrate control. activation, % at 6.8 µM. 370,000 compounds, 1.8% hits;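 active = activation above a cutoff set at the mean of all screened compounds plus 3 SD, cut at about 10% in these data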;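 note: 0% = DMSO wells and 100% = sodium butyrate wells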
ADAM17 inh: ADAM17 inhibitors, primary screen, biochemical, QFRET. 370,000 compounds, 0.83% hits. inhibition, % at 6.95 µM. recombinant ADAM17, EDANS/DABCYL FRET peptide cleavage. Disintegrin and metalloproteinase domain-containing protein 17 (Homo sapiens), P78536;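 active = inhibition above the mean of compounds lying between control limits plus 3 SD, set per campaign, cut at about 8.5% in these data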;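 note: 0% = DMSO-only wells as the low control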
Target sequence (P78536 215-824 limits assumed): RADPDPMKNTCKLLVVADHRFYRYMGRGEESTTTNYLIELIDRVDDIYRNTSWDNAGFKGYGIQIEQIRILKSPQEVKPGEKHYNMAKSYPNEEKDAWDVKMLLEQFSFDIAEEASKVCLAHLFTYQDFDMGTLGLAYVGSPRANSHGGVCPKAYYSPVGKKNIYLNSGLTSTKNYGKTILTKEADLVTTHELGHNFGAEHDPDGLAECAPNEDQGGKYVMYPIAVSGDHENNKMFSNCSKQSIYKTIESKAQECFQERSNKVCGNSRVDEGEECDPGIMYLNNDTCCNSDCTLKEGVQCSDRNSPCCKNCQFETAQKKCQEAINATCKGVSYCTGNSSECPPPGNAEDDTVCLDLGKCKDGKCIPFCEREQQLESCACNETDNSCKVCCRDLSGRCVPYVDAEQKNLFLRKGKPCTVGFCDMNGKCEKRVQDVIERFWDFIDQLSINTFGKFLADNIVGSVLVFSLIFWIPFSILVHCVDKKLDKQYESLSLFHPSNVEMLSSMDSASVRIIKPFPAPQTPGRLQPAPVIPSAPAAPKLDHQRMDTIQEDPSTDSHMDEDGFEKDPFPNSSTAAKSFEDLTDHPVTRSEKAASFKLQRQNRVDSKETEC
ssDAF-12 act: S. stercoralis DAF-12 nuclear receptor activators, primary screen, cell-based, luminescence, HEK293, GRIP1 co-expression, lit1-tk-luc; Nuclear hormone receptor DAF-12 (Strongyloides stercoralis); HEK293 ssDAF-12/GRIP1 lit1-tk-luc reporter; % of 3 µM dafachronic acid response; activation, % at 6.8 µM; 370,000 compounds, 1% hits; AID 652126, 2013;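 active = activation above the mean over all tested compounds plus 3 SD, cut at about 0.9% in these data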;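 note: 0% = DMSO-only wells and 100% = 3 µM delta7-dafachronic acid wells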
PLC-beta3 inh: human PLC-beta3 inhibitors, primary screen, biochemical, fluorescence; 370,000 compounds, 0.18% hits; Purified PLC-beta3, fluorogenic substrate; 1-phosphatidylinositol 4,5-bisphosphate phosphodiesterase beta-3 (Homo sapiens), Q01970; inhibition, % at 12.2 µM; AID 720704, 2013; in the data active = inhibition above about 11%;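 note: 0% = median of compound wells on plate and 100% = full blocker control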
The depositor's hits bear a star; i = inactive; . = not tested or not shown.

SMILES | PLCg1 inh | ADAM10 inh | DAX1 inh-1 | sPLA2-III inh | GAA850 FXN act | hcDAF-12 act | DAX1 inh-2 | hgDAF12 agonist | ADAM17 inh | ssDAF-12 act | PLC-beta3 inh
COc1ccc(NC(=O)C2CCN(S(=O)(=O)c3ccccc3)CC2)cc1 | -1 | -8 | -0.1 | -4 | -1.6 | -2.9 | 2.2 | 1.7 | -1 | -1.1 | -1
Nc1ccc(C(=O)N2CCN(S(=O)(=O)c3ccc4c(c3)OCCO4)CC2)cc1[N+](=O)[O-] | 5 | 1 | -1.0 | -8 | 2.7 | -1.6 | -0.6 | -1.4 | -1 | -1.2 | -2
C=CCOC(=O)/C(=C/c1cccc2ccccc12)NC(=O)c1ccccc1 | 0 | 4 | 0.0 | -11 | 1.5 | -0.2 | 4.3* | 2.8 | 4 | -1.1 | 1
CC(Sc1ncccn1)C(=O)NNC(=O)c1cccc(Cl)c1 (centres undefined) | 4 | -5 | 0.5 | 1 | 0.9 | -1.2 | 0.1 | -0.8 | 2 | -0.8 | -6
O=C(/C=C1\NC2(CCCC2)Cc2ccccc21)C(=O)N/N=C/c1ccccc1O | -12 | -3 | -1.2 | 18 | -4.1 | -1.9 | -1.3 | -0.1 | 4 | -1.6 | -17
CC(=O)N/C(=C\c1ccc(F)cc1)C(=O)OC(C)C | -4 | -4 | 0.3 | 0 | 0.0 | 1.3 | 1.3 | -0.6 | -3 | -1.3 | -3
CCCc1ccc(OCC(O)CN2CCN(C(=O)OCC)CC2)cc1 (centres undefined) | 9 | 1 | -0.1 | -6 | 1.3 | 1.0 | 0.2 | -1.4 | 5 | -1.4 | -1
CSc1ccc(CCNC(=O)CSc2ccsc2[N+](=O)[O-])cc1 | -6 | -2 | 0.1 | -5 | -1.0 | 0.7 | -0.2 | -0.5 | -3 | -0.5 | -4
COc1ccc(C/C(C)=N/NC(=S)Nc2ccc(C)c(C)c2)cc1 | -4 | 4 | 0.4 | 2 | 2.0 | 2.4 | -0.9 | 1.5 | 1 | -0.6 | -3
O=C1NCC(=O)N2C(c3ccccc3)c3[nH]c4ccccc4c3C[C@@H]12 (some centres undefined) | -4 | -3 | -0.1 | -3 | 1.3 | 0.7 | 0.0 | -0.7 | -4 | -0.8 | -1
Cc1ccc(S(=O)(=O)N(CC2CO2)c2cccc([N+](=O)[O-])c2)cc1 (centres undefined) | 1 | 2 | 0.0 | -2 | -3.8 | -1.2 | -0.4 | -0.8 | 2 | -0.2 | -5
CCN(Cc1ccncc1)Cc1nc(CC2CC2)no1 | -2 | -6 | -0.6 | -3 | 2.7 | -0.4 | -0.8 | 5.7 | 0 | -1.5 | -2
Cc1cnc(SCc2cnc(C)nc2N)nc1 | -1 | -3 | 0.1 | -3 | 1.8 | -0.8 | 1.0 | 0.0 | -2 | -1.1 | -23
Fc1ccc(COc2cccc(-c3n[nH]c(=S)o3)c2)cc1 | -42 | -7 | 0.3 | 0 | 1.9 | -2.7 | -0.8 | -0.3 | -7 | -0.7 | -47
CCOC(=O)CN1N=C(/C=C/c2ccc(C(C)C)cc2)CCC1=O | -4 | 10 | 0.4 | -6 | 6.7 | -1.1 | -0.7 | 6.2 | 1 | -0.9 | -1
CC(C)C(=O)Nc1cc(-c2nc3ncccc3o2)ccc1Cl | -7 | -11 | -0.1 | 1 | 0.9 | -0.8 | 2.5 | -1.6 | -4 | -1.1 | -13
O=C(Nc1ccc(S(=O)(=O)N2CCCC2)cc1)c1cncc(Br)c1 | 2 | 12 | -2.3 | -10 | 0.5 | -1.1 | -1.2 | -2.3 | 1 | -1.7 | 0
CCc1ccccc1Oc1nc(NC(C)C)nc2ccsc12 | 1 | -17 | -0.6 | 5 | 1.4 | 1.6 | . | -1.1 | 1 | -1.0 | 4
COc1ccc(C(=O)Nn2c(SCC(=O)NCc3ccccc3)nc3ccccc3c2=O)cc1 | -4 | 2 | 0.8 | -15 | -6.9 | 0.5 | -3.5 | -3.5 | -2 | -1.7 | -10
CCOc1ccc(OCC)c(S(=O)(=O)NCCCN2CCOCC2)c1 | 0 | -6 | 0.4 | -1 | 2.0 | -0.4 | 1.2 | 2.2 | -4 | -0.2 | 3

Copied from the list.
ssDAF-12 act result of COc1ccc(C(=O)Nn2c(SCC(=O)NCc3ccccc3)nc3ccccc3c2=O)cc1 : -1.7
ADAM10 inh result of Cc1cnc(SCc2cnc(C)nc2N)nc1 : -3
DAX1 inh-1 result of CCOC(=O)CN1N=C(/C=C/c2ccc(C(C)C)cc2)CCC1=O : 0.4
ADAM10 inh result of CCN(Cc1ccncc1)Cc1nc(CC2CC2)no1 : -6

The list continues.
SMILES | PLCg1 inh | ADAM10 inh | DAX1 inh-1 | sPLA2-III inh | GAA850 FXN act | hcDAF-12 act | DAX1 inh-2 | hgDAF12 agonist | ADAM17 inh | ssDAF-12 act | PLC-beta3 inh
Cn1ncc2c(Nc3ccc(Br)cc3)nc(Nc3ccc(Br)cc3)nc21 | -11 | -1 | -1.2 | -2 | 1.9 | -0.2 | -0.3 | 0.6 | -8 | -1.1 | -24
COc1cccc(C(=O)N(CCN2CCOCC2)Cc2ccc(OC)c(OC)c2)c1 | 1 | 4 | -0.4 | 1 | . | 0.4 | . | 1.9 | 7 | -0.7 | -2
CCOc1ccc(Nc2ccnc3cc(Cl)ccc23)cc1 | -22 | 6 | -1.4 | -6 | 0.5 | -1.7 | -3.0 | 3.7 | 2 | -1.0 | -39
O=C(Nc1ccc(Cl)cc1)Nc1ccc(-c2cnco2)cc1 | -1 | 3 | 0.1 | -2 | 2.5 | 2.2 | -0.7 | 1.6 | -3 | -1.7 | -8
CCOc1ncccc1C(=O)NNC(=O)c1cccc(S(=O)(=O)Nc2ccccc2OC)c1 | 9 | 4 | 0.9 | -2 | 2.6 | -0.5 | 1.0 | -2.8 | 2 | -1.3 | -5
COc1ccsc1C(=O)N1CCN(Cc2ccc3c(c2)OCO3)CC1 | 2 | -1 | -0.7 | 3 | -0.3 | -3.8 | 0.1 | 0.5 | -2 | -1.0 | 4
CCN(CC)CCNC(=O)c1cc2c(=O)n(C)c3ccccc3c2s1 | -187 | i | 1.6 | 1 | 2.7 | 6.3* | 1.1 | 5.7 | -330 | -0.3 | -234
CCOCCCNC(=O)c1cc(Sc2ccc(C)cc2)nc2ccccc12 | -12 | -1 | -0.5 | 0 | 1.8 | -0.8 | -0.9 | -1.7 | 0 | -1.2 | -14
S=C(NCc1ccccc1)Nc1ccncc1 | 3 | 2 | -3.0 | -4 | -0.7 | -2.4 | -1.2 | -2.4 | 1 | -1.6 | -1
Cc1cc2c(ncn2Cc2ccccc2)c(NS(C)(=O)=O)c1C | 4 | 1 | -1.2 | -7 | -0.2 | -1.9 | -1.8 | -2.7 | -7 | -1.4 | 2

Entries listed so far printed as active in DAX1 inh-2.
Molecule	PLCg1 inh	ADAM10 inh	DAX1 inh-1	sPLA2-III inh	GAA850 FXN act	hcDAF-12 act	DAX1 inh-2	ADAM17 inh	ssDAF-12 act	PLC-beta3 inh
C=CCOC(=O)/C(=C/c1cccc2ccccc12)NC(=O)c1ccccc1	0	4	0.0	-11	1.5	-0.2	4.3*	4	-1.1	1

More structures
SMILES | PLCg1 inh | ADAM10 inh | DAX1 inh-1 | sPLA2-III inh | GAA850 FXN act | hcDAF-12 act | DAX1 inh-2 | hgDAF12 agonist | ADAM17 inh | ssDAF-12 act | PLC-beta3 inh
CN1CCN(C(=O)/C=C/c2cccc(Cl)c2)CC1 | 0 | -6 | -0.7 | 9 | 1.3 | -2.0 | -0.4 | 1.5 | -6 | -0.9 | -6
COCCn1c(SCC(=O)N2CC(=O)Nc3ccccc32)nc2ccccc21 | 1 | 0 | -0.1 | -5 | 0.6 | 5.8* | 2.0 | 3.4 | 0 | 0.0 | 3
CC(NC(=O)OC(C)(C)C)C(=O)Oc1ccc2ccc(=O)oc2c1 (centres undefined) | i | i | 0.6 | 3 | -0.9 | -0.6 | 0.0 | 0.9 | i | -1.6 | i
C/C(=N/NC(=O)c1sc(NS(=O)(=O)c2ccccc2)nc1C)c1ccccc1 | -19 | 0 | -0.1 | -8 | -0.5 | -1.1 | 5.6* | 0.2 | -9 | -1.4 | -22
FC(F)(F)c1ccc(Sc2n[nH]c(C(F)(F)F)n2)nc1 | -2 | 2 | -0.5 | 0 | -0.9 | -0.9 | -0.2 | -1.5 | -4 | -1.2 | 0
CC(C)CC1(C)NC(=O)N(CC(=O)Nc2ccc3c(c2)CCC3)C1=O (centres undefined) | 2 | -3 | -0.2 | 3 | 5.4 | -0.6 | 0.3 | -3.0 | -5 | -2.2 | -5
CCCOc1ccc(C(CC(=O)O)NC(=O)c2sc3ccccc3c2Cl)cc1 (centres undefined) | 8 | -7 | 0.4 | -14 | 3.8 | -0.9 | -0.5 | 3.1 | -4 | -0.7 | 0
Nc1ccc2c(c1)OC1(CCCCC1)O2 | -14 | -20 | -1.9 | 1 | -7.5 | -2.9 | -1.3 | -3.2 | -7 | -2.0 | -24
COc1ccc(-c2noc(Cc3ccc(Cl)cc3)n2)cc1OC | 1 | 6 | 1.1 | -20 | -0.3 | -1.0 | 0.5 | 0.7 | 3 | -1.5 | 0
CC(=O)Nc1c(Cl)c2c(c(Cl)c1Br)-c1ccc(Cl)cc1C2 | -1 | -9 | -0.9 | 2 | -1.1 | 3.2 | 1.5 | 0.9 | -1 | 0.1 | 2
COC(=O)c1sc(=S)n(-c2cc(F)ccc2F)c1N | 4 | 2 | -0.4 | 1 | 4.6 | -0.9 | 4.9* | 1.1 | -3 | -0.4 | 0
Cc1cccn2cc(CSc3nnc(Nc4ccc(C(C)C)cc4)s3)nc12 | 2 | 11 | 0.2 | -11 | 2.1 | -0.1 | -1.1 | 1.6 | 3 | -0.4 | 0
Cc1cccc(NC(=O)C2(c3ccccc3)CC2(Cl)Cl)c1 (centres undefined) | 2 | 5 | -0.7 | -22 | -1.6 | -1.2 | 0.7 | 6.4 | 3 | -1.0 | 3
CC(=O)/C(C#N)=C1\NC(=O)C(Cc2ccc(C)c(Cl)c2)S1 (centres undefined) | -11 | 7 | 0.2 | -22 | -5.2 | -2.0 | -1.6 | -6.7 | 2 | -2.3 | -25
O=C(Nc1nnc(COc2ccc(F)cc2)s1)c1ccco1 | -7 | -8 | 0.2 | 9 | 0.3 | -1.1 | . | -1.2 | 5 | -1.2 | -11

Source: PubChem BioAssay
